Rad51 HR inh: blocks human Rad51 in homologous recombination. Q06609. hRad51 DNA strand exchange, fluorescence dequenching. inhibition, % at 10 µM. 200,000 compounds, 0.085% hits. AID 1385;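 active means inhibition above 40% at the single screening dose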;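 further: 0% = DMSO control wells and 100% = blanks with heterologous ssDNA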
Target sequence (Q06609 whole entry, looked up): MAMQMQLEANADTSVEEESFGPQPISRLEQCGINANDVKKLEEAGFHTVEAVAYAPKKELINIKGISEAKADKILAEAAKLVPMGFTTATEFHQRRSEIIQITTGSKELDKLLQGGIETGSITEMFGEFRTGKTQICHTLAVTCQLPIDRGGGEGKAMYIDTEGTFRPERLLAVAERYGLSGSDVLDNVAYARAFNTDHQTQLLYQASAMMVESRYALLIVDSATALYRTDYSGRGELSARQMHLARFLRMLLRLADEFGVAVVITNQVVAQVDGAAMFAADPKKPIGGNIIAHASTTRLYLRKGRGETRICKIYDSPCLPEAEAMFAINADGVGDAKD
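Material: human Rad51–ssDNA filaments; Probe or stimulus: labelled 47-mer dsDNA for strand exchange; Doses: single 10 µM dose; Incubation: 37 °C 15-min filament assembly, 30-min compound preincubation, 15-min exchange; Technique: FRET fluorescence dequenching, excitation 485 nm, emission 520 nm; Measure: Fluorescence-based percent inhibition, control- and blank-normalised; Benchmarks: plate control and blank wells.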
EBV gp42 inh: inhibitors of Epstein-Barr virus glycoprotein 42; Q1HVG2; Fluorescence polarization binding assay, mP read-out; inhibition, % (tested at 21.74 µM); 220,000 compounds, 0.42% hits; AID 1085; in the data active means inhibition above about 50%
Target sequence (Q1HVG2 whole entry, looked up): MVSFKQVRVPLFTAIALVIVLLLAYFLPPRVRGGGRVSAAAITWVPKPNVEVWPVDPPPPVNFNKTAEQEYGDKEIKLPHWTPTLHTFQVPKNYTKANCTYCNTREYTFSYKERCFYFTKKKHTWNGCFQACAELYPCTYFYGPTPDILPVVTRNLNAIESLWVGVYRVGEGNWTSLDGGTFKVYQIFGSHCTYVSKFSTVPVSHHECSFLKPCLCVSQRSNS
L929 necroptosis: L929 zVAD cell death inhibition | L929 zVAD necroptosis rescue, ATP luminescence, 24 h; with zVAD 60 µM | viability rescue, % at 10 µM | 220,000 compounds, 0.38% hits | AID 1377;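 active means activation, scaled between plate controls, above about 75%, limit read from the data; inactive means activation under that limit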;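 further: 0% = zVAD with DMSO and 100% = DMSO alone without zVAD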
MDM2 E3 inh: Mdm2 E3 ligase (human) inhibition | cell-based MDM2 ubiquitination luciferase reporter, 2 h; 0 = plate control, 100 = twice control, blank-subtracted | 210,000 compounds, 0.11% hits | AID 1230 | signal enhancement, % at 5 µM | Q00987;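 active means signal enhancement of 30% or more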;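 further: luminescence tracks abundance of the self-degrading MDM2-luciferase fusion protein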
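Assay system: stable mammalian line carrying autodegrading MDM2–luciferase fusion reporter; Input: 2000 cells in each well; Compound dosing: single-point 5 µM; Schedule: 2 h compound exposure at 37 °C; Signal: SteadyLite luciferase luminescence after 15 min room-temperature reagent incubation; Evaluation: % luminescence enhancement versus blank-corrected plate control mean; Benchmarks: plate controls and plate blanks.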
eIF4E 4G PPI: eIF4E/eIF4G interaction inhibition in translation initiation. AID 782. TR-FRET eIF4E-eIF4GI(517-606) binding, 2 h. inhibition, % at 21.7 µM. 220,000 compounds, 0.37% hits;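 active means inhibition above about 30%, limit read from the data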;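 further: 0% = full FRET control wells and 100% = background wells lacking eIF4GI fragment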
m-calpain inh: calpain II (pig) inhibition; purified calpain II, fluorogenic peptide substrate, 30 min; inhibition, % at 16 µM; 220,000 compounds, 0.37% hits;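 active means inhibition above about 50%, limit read from the data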
PERK inhibitor: blocks human PERK kinase. CHO PERK-DD fusion, SEAP luminescence translation reporter. inhibition, % at 5.6 µM. 220,000 compounds, 0.17% hits. AID 1416;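 active means inhibition above the mean inhibition of all tested compounds plus 3 SD, set separately per screening campaign, cut at about 2.9% in these data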;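 further: PERK kinase domain activated by AP20187 dimerizer at 100 nM; 0% = DMSO with dimerizer and 100% = rapamycin at 8.4 µM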
TNF death inh: blocks TNF-alpha induced death of Jurkat FADD-/- cells. AID 463075. Jurkat FADD-/- TNF necroptosis rescue, ATP luminescence, 24 h; 0 = TNF only, 100 = no-TNF cells. activation (protection from cell death), % at 10 µM. 220,000 compounds, 0.068% hits;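 active means activation, meaning protection from cell death, of at least 50% relative to plate controls; inactive means activation below 50%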;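 further: necroptosis triggered by 40 ng/mL TNF-alpha added together with compound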
Cl transport mod: modulates chloride dependent transport by human KCC2 | KCC2 cells, thallium flux FluoZin-2 fluorescence | B-score of Tl+ flux slope (higher = more flux/activation; lower = inhibition) at 10 µM | Q9H2X9 | AID 1456 | 190,000 compounds, 2.2% hits;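 active means thallium flux slope and its plate-corrected score both differing from the plate sample mean at a set confidence after two filtering rounds, in either direction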;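 further: slope of fluorescence scaled to starting intensity during 10 to 20 s after thallium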
* hit, by the source's call; / = not tested or not shown; [ ] = another dose, or the depositor's remark.

SMILES | Rad51 HR inh | EBV gp42 inh | L929 necroptosis | MDM2 E3 inh | eIF4E 4G PPI | m-calpain inh | PERK inhibitor | TNF death inh | Cl transport mod
O=C(Nc1ccc(Nc2ccccc2)cc1)C1CC1 | -5 | 2 | 1.8 | 0 | 1 | 21 | 1.4 | 0.0 | -1.7
CCOC(=O)C1CCCN(C(=O)C2CCN(S(=O)(=O)c3cccs3)CC2)C1 (centres undefined) | 2 | -5 | 1.0 | -9 | -5[fluorescence artefact?] | -16 | -0.9 | -0.3 | 0.97
COc1ccc2nc3oc(C(=O)N4CCN(c5ccccc5F)CC4)cc3cc2c1 | -4 | -4 | 0.0 | -10 | -10 | -85 | 1.3 | 0.6 | -0.13
C=CCOc1c(Br)cc(CNc2ccc(NC(=O)C(C)C)c(OC)c2)cc1OCC | 8 | 4 | -1.0 | 2 | -5[fluorescence artefact?] | 27 | -0.2 | -0.2 | 1.5
CN(C)c1nc(-c2cccs2)cc(C(F)(F)F)c1C#N | -9 | -9 | -0.4 | -8 | 2 | -13 | 2.1 | -0.5 | /
COc1ccccc1NS(=O)(=O)c1ccc(NC(=O)CCNC(=O)c2ccco2)cc1 | 18 | -3 | 1.2 | -7 | 1[fluorescence artefact?] | -16 | 0.1 | 0.7 | /
O=c1c(Oc2ccccc2Br)c(C(F)(F)F)oc2c(CN3CCCC3)c(O)ccc12 | -4 | -8 | -0.1 | -9 | 0 | -71 | 0.9 | -2.9 | -0.66
O=C(c1cc(N2C(=O)C3C4CCC(C4)C3C2=O)ccc1Cl)N1CCN(c2ccccc2)CC1 (centres undefined) | -4 | 3 | 0.2 | -7 | 3[fluorescence artefact?] | -8 | 0.4 | 1.5 | -0.9
COc1ccc(/C=C(/NC(=O)c2ccccc2)c2nc3ccccc3[nH]2)cc1OC | 3 | -18 | 0.3 | 4 | 15 | -23 | -1.2 | -4.3 | -0.06
O=C(CSc1nnc(COc2ccccc2F)n1-c1ccccc1)NCc1ccco1 | -1 | -15 | -0.2 | -26 | -1 | -37 | -0.2 | 0.2 | -0.29
c1ccc2c(COn3nnc4ccccc43)cccc2c1 | -1 | 4 | -0.5 | -13 | 0 | 21 | -0.1 | -1.9 | 0.25
Cc1ccc(/C(N)=N/OC(=O)Cc2cccs2)cc1 | -2 | -25 | 0.6 | -9 | 5[fluorescence artefact?] | -3 | 2.5 | 1.0 | -0.027
O=C(NCC1CCCO1)C(Cc1ccccc1)N1C(=O)C2C3C=CC(C4CC34)C2C1=O (centres undefined) | 15 | -5 | -0.1 | -5 | -3 | -11 | 0.6 | 0.7 | 0.99
CCN(CC)C(=O)C12C(=O)Oc3ccccc3C1C2(C)C(=O)c1ccc(F)cc1 (centres undefined) | -2 | -11 | -0.6 | -13 | -2 | -1 | 1.5 | 0.0 | -0.69
CCOc1ccc(Cl)cc1CN1CCOCC1 | -6 | -12 | 0.9 | -11 | -8[fluorescence artefact?] | -20 | 0.9 | 0.0 | /
O=C(CCc1ccccc1)N/N=C/c1cccc([N+](=O)[O-])c1 | -1 | -5 | 9.6 | -2 | 0 | 8 | -1.6 | 1.9 | -1.4
Cc1oc(-c2ccc(Cl)cc2)nc1CN1CCC(C(=O)NCCCN2CCCC2=O)CC1 | 1 | -10 | 0.6 | -6 | 1 | -13 | -0.5 | -0.6 | -0.28
S=C1NCCc2ccc(Cl)cc2C1c1ccccc1 (centres undefined) | 0 | -8 | 0.0 | -5 | -4 | 11 | 0.9 | -2.2 | -0.18
CCCNC(=O)COC(=O)c1ccccc1OCc1ccc(Cl)cc1 | -6 | -23 | 0.5 | 0 | -16 | 24 | -0.4 | 0.1 | /
Cc1csc2nc3cc(C(N)=O)ccc3c(=O)n12 | 8 | -16 | 0.0 | 4 | -4 | -359 | / | -2.5 | 0.75
COc1cc([N+](=O)[O-])cc(/C=N/NC(=O)Cn2cncn2)c1O | 13 | -5 | 0.7 | -20 | -8 | 4 | 1.4 | 2.4 | -0.84
CCOC(=O)CSc1nnc(C2CCCCC2)n1C | -6 | -29 | 1.0 | -8 | 1[fluorescence artefact?] | -13 | 0.6 | 1.3 | /
COC(=O)c1ccc(NC(=O)[C@H](C)NC(N)=O)cc1 | 18 | -3 | 0.1 | 2 | -5 | -24 | 1.2 | 3.9 | 0.0066
Nc1nc(-c2ccco2)cs1 | 3 | 1 | -0.9 | -25 | 7 | 12 | -0.5 | -0.2 | -0.3
CC(=O)Nc1ccc(CN2CCN(C3CCCC3)C(CCO)C2)cc1 (centres undefined) | -3 | -10 | 0.3 | -13 | 0 | -15 | 1.4 | -0.4 | /

Record cards, from the list above.
`O=C(CCc1ccccc1)N/N=C/c1cccc([N+](=O)[O-])c1` is listed with Rad51 HR inh = -1; EBV gp42 inh = -5; L929 necroptosis = 9.6; MDM2 E3 inh = -2; eIF4E 4G PPI = 0; m-calpain inh = 8; PERK inhibitor = -1.6; TNF death inh = 1.9; Cl transport mod = -1.4
`CCN(CC)C(=O)C12C(=O)Oc3ccccc3C1C2(C)C(=O)c1ccc(F)cc1` (centres undefined) is listed with Rad51 HR inh = -2; EBV gp42 inh = -11; L929 necroptosis = -0.6; MDM2 E3 inh = -13; eIF4E 4G PPI = -2; m-calpain inh = -1; PERK inhibitor = 1.5; TNF death inh = 0.0; Cl transport mod = -0.69

The list goes on:
SMILES | Rad51 HR inh | EBV gp42 inh | L929 necroptosis | MDM2 E3 inh | eIF4E 4G PPI | m-calpain inh | PERK inhibitor | TNF death inh | Cl transport mod
NNC(=O)c1cccc(O)c1 | 15 | -3 | 0.0 | -6 | -3 | 11 | 1.4 | -0.4 | 0.84
CCOC(=O)Cn1cnc2c(nnn2Cc2ccc(Cl)cc2)c1=O | 6 | 19 | 0.6 | -10 | -6 | 2 | 0.3 | -3.7 | -3
Cc1cc(C)c2c(c1)-c1c(ssc1=S)C(C)(C)N2C(=O)CSc1nncn1C | 3 | 9 | 0.4 | -5 | 9[fluorescence artefact?] | -10 | -1.5 | -7.7 | -0.25
CCN=C1SC(C(=O)Nc2cccc(Cl)c2)CC(=O)N1CC (centres undefined) | 1 | 3 | 3.2 | -7 | 3 | 15 | -0.4 | 3.7 | 0.14
O=C(Oc1ccccc1/C=C\C(=O)c1cc2ccccc2o1)c1cccc(F)c1 | -14 | -28 | 6.0 | -4 | 0 | -63 | 0.8 | -6.9 | -0.05
CC(C)C(c1nnnn1Cc1ccccc1)N(Cc1ccco1)Cc1cccs1 (centres undefined) | -2 | -21 | 0.8 | -10 | 0 | -9 | -0.6 | 0.1 | -0.41
CCOc1ccc(C(=O)NCC(=O)OCc2c(C)noc2C)cc1 | / | -24 | 1.6 | / | 5 | 6 | -0.7 | 3.1 | -1.2
COC(=O)c1c(NC(=O)C2CC=CCC2C(=O)O)sc(C)c1C (centres undefined) | 1 | -16 | 0.0 | 4 | 2 | -37 | 0.7 | 0.0 | 1.5
CC(C)CCOCC(O)CCC(=O)NNC(=S)Nc1ccccc1 (centres undefined) | 1 | -18 | 0.0 | -15 | 3[fluorescence artefact?] | 23 | 0.9 | 1.2 | 0.67
COc1ccccc1C/C(N)=N/OC(=O)COc1ccccc1C | 0 | 4 | 0.0 | -1 | -1 | 19 | 0.0 | -1.5 | -0.69
Cc1cc(NC(=O)c2oc3ccccc3c2C)ccc1-n1cnnn1 | -1 | -8 | 0.7 | 5 | -11 | -22 | -1.6 | -2.2 | 1.2
Oc1nc(-c2ccc(Cl)cc2)n2ccncc12 | -5 | -1 | -0.9 | -6 | 7 | 0 | -0.3 | -1.2 | 0.11
CCCC(=O)NC(Nc1cc(C(F)(F)F)ccc1Cl)C(Cl)(Cl)Cl (centres undefined) | -3 | -5 | 0.0 | -10 | 2 | 3 | 0.5 | -5.1 | /
COc1ccc(C(=O)Nc2c(N)nc(SCC(=O)N3CCCCCC3)[nH]c2=O)cc1OC | -4 | -12 | 2.0 | -3 | 0 | -16 | 0.8 | 0.8 | -0.045
COc1c(O)cc2oc(-c3ccc(O)c(O)c3)cc(=O)c2c1O | 10 | -20 | 43 | 22 | 5 | 5 | / | -2.9 | 0.31
O=C(C(Cc1ccccc1)N1C(=O)c2ccccc2C1=O)N1CCc2ccccc21 (centres undefined) | 2 | 8 | -0.5 | -2 | -1 | 11 | 0.4 | -0.7 | 0
O=[N+]([O-])c1cccc(-c2nc(-c3ccccn3)no2)c1 | / | -32 | 0.6 | -27 | 0 | -1 | 1.9 | -0.6 | 0.52
CCc1cccc2c(C(=O)CSc3nnc(-c4ccncc4)n3C)c[nH]c12 | / | -1 | / | -2 | 1 | -29 | -0.4 | 1.3 | -0.1
COC(=O)C(Cc1cnc(Cl)s1)(C(=O)OC)c1ccc(C(F)(F)F)cc1[N+](=O)[O-] | -1 | 12 | -0.6 | -8 | -2 | -25 | -0.1 | -3.4 | -0.095
O=C(NCCc1nnc2ccc(NCC3CCCO3)nn12)c1ccccc1 (centres undefined) | 10 | -6 | -0.3 | -3 | 0 | -27 | 0.5 | 2.3 | -0.19
Cn1c(NC(=O)Cc2cccc3ccccc23)cc(=O)n(C)c1=O | -3 | -21 | -0.1 | -7 | -3 | 17 | 0.5 | 0.5 | -1.7
CC(C)(C)C(=O)/C=c1\[nH]c(=O)/c(=C\c2ccccc2F)s1 | 3 | -16 | 1.3 | 15 | 3 | -2 | 0.5 | 1.6 | 18*

7 compounds from above, ordered by their value in MDM2 E3 inh, falling:
smiles | MDM2 E3 inh
COc1ccccc1C/C(N)=N/OC(=O)COc1ccccc1C | -1
CCc1cccc2c(C(=O)CSc3nnc(-c4ccncc4)n3C)c[nH]c12 | -2
O=C(NCCc1nnc2ccc(NCC3CCCO3)nn12)c1ccccc1 (centres undefined) | -3
Oc1nc(-c2ccc(Cl)cc2)n2ccncc12 | -6
CCN=C1SC(C(=O)Nc2cccc(Cl)c2)CC(=O)N1CC (centres undefined) | -7
COC(=O)C(Cc1cnc(Cl)s1)(C(=O)OC)c1ccc(C(F)(F)F)cc1[N+](=O)[O-] | -8
CCOC(=O)Cn1cnc2c(nnn2Cc2ccc(Cl)cc2)c1=O | -10

Compound activity (PubChem BioAssay)
